Screening data from PubChem.
Dynein transport: dynein cargo transport inhibition. 3617.4 mouse cells, GR-EGFP nuclear translocation imaging; test concentration mostly 20 µM; stimulated with dexamethasone, 1 µM; stronger effect = lower value. z-score, hits read low. 220,000 compounds, 0.47% hits;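 active means plate z-score of nuclear minus cytoplasmic receptor signal below a set negative limit, without overly bright fluorescence or cell loss, cut at about -3.5 in these data, passing the limit was not always enough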;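 further: z-score of nuclear minus cytoplasmic ring GR-EGFP intensity difference per well; some compounds called inactive have numbers as strong as hits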
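Schedule: 48 h induction, then 1 h compound, then 30 min agonist, 37 °C. Buffer or medium: tetracycline-free induction medium containing charcoal-stripped FBS. Reagent: 1.0 µM final dexamethasone stimulus. Evaluation: nuclear versus cytoplasmic GR-EGFP signal, averaged per well. Signal: high-content fluorescence imaging after fixation.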
Ins promoter up: MIN6 insulin promoter up-regulation; MIN6 insulin promoter-GFP reporter, high-content imaging; stronger effect = higher value; z-score at 5 µM; 190,000 compounds, 0.3% hits;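 active means z-score above 3 at 5 µM with at least 500 cells counted in the well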
CSM14.1 death rescue: rescue of cells from ER stress-induced death, primary screen, 384-well, CSM14.1, thapsigargin, ATP luminescence (AID 1222); CSM14.1 thapsigargin-induced death rescue, ATP luminescence; higher % means a stronger effect; cellular ATP content (survival), % at 20 µM; hits with a dose series show EC50 in µM; 190,000 tested, under 10 active;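 active means EC50 below 50 µM in the dose-response confirmation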;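 further: death triggered by thapsigargin at about 15 µM added after 2 h compound pretreatment; cell ATP read after overnight thapsigargin exposure of roughly 18 to 22 hours; normalized against plate controls of thapsigargin alone and 5% DMSO vehicle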
M17LAP inhibition: P. falciparum M17LAP inhibitors, primary screen, biochemical, fluorogenic H-Leu-NHMec substrate, 1536-well (AID 1619); recombinant M17LAP, H-Leu-NHMec fluorogenic kinetic assay; higher % means a stronger effect; inhibition, % at 30 µM, or IC50 in µM where a hit was titrated; 220,000 compounds, 0.38% hits;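 active means compound inhibiting the enzyme by more than half at any dose during confirmatory dose-response retesting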;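 further: plate controls were full reaction with DMSO carrier for no effect and no enzyme background for full effect; strong numbers were not always called active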
Hep lipid drop: modulators of hepatic lipid droplet formation; AML12 mouse hepatocytes, oleate lipid droplets, BODIPY imaging; inhibition, % at 6.5 µM; 240,000 compounds, 0.4% hits; AID 1656;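 active means lipid droplet intensity inhibited by at least 50%, with more than 500 cells counted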
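Technique: fluorescence imaging, 20x objective, two fields per well / Assay system: AML12 hepatocytes (mouse) / Measure: % inhibition of lipid droplet signal / Doses: 6.5 µM single-point dosing / Incubation: overnight exposure / Reagent: 100 µM oleic acid challenge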
MT stabilizer: stabilizes microtubules in HeLa cells | HeLa tubulin immunostaining HCS, 24 h; share of cells brighter than vehicle mean+2SD | AID 2205 | 200,000 compounds, 0.83% hits | % tubulin-high responders, % at 10 µM;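 active means plate Z-score above 3 for both tubulin-high and condensed-nucleus cell shares, with cell loss under 80%, at 10 µM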;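 further: anti alpha tubulin signal scored within the nucleus-defined area of each cell; some results filed as inactive read as strong as hits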
Yfh1-off respiration: enhancers of respiration in Yfh1-depleted yeast, dose response, Friedreich's ataxia, plus single-dose screen (AID 1465) | one-dose fold induction at 50 µM; EC50 in µM for titrated hits | S. cerevisiae Yfh1-off respiration, WST-1 reduction, 72 h; higher fold induction means a stronger effect | 220,000 compounds, 0.074% hits;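 active means fold induction of absorbance versus untreated yeast above a set limit, then at least 30% activation at any dose in follow-up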;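 further: activators that raise dye reduction in frataxin-depleted yeast; strong numbers were not always called active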
M1AAP inhibition: P. falciparum M1AAP inhibitors, biochemical, fluorogenic H-Leu-NHMec substrate, 1536-well (AID 1445) | recombinant M1AAP, H-Leu-NHMec fluorogenic kinetic assay; higher % means a stronger effect | 220,000 compounds, 0.42% hits | inhibition, % at 30 µM, or IC50 in µM where a hit was titrated;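 active means primary inhibition above the hit cutoff, then over 50% inhibition at one or more dose response concentrations, cut at about 23% in these data, passing the limit was not always enough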;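 further: plate controls were DMSO full reaction for no effect and no enzyme background for full effect; strong numbers were not always called active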
Autophagy mod: autophagy modulation, high-content screen; MEF GFP-LC3 puncta imaging; test concentration mostly 10 µM; calls only at 10 µM (by protocol); 190,000 compounds, 0.98% hits; AID 463193;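 active means percentage of spot-positive cells more than 3 SD above its plate mean, without a fluorescence outlier flag or 80% toxicity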;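 further: spot-positive cell cutoff set from DMSO-treated cells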
Dynein transport cytoplasmic EGFP: further read-out of Dynein transport, marked with its call; z-score; measured here: cytoplasmic GR-EGFP intensity; stronger effect = higher value
Dynein transport nuclear GR-EGFP: further read-out of Dynein transport, marked with its call; z-score; measured here: nuclear GR-EGFP intensity;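 lower value marks the stronger effect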
Dynein transport cell count: further read-out of Dynein transport, marked with its call; z-score; measured here: cell count per field
Ins promoter up cell count: also measured in Ins promoter up; calls as there; cell count; measured here: cytotoxicity, nuclei count;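 total cells summed across four imaged fields per well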
Hep lipid drop cells 6.5 µM: also measured in Hep lipid drop; calls as there; cell count; measured here: cell count, cytotoxicity flag;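 cells counted across two imaged fields per well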
MT stabilizer Hoechst-high %: recorded beside MT stabilizer, whose call it bears; % Hoechst-high responders; measured here: nuclear condensation Hoechst responders;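 share of cells brighter than vehicle mean plus two SD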
MT stabilizer cytotoxicity %: further read-out of MT stabilizer, marked with its call; toxicity, %; measured here: cytotoxicity by cell density;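 0% = mean cell density of plate MIN control wells and 100% = no cells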
Autophagy mod cell loss 18 h: second read-out of Autophagy mod, no call of its own (marks repeat the call); toxicity, %; measured here: cell loss, nuclei count;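 cell loss after 18 h compound exposure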
* = called active by the depositor. Random draw from the library. About 3.5% of those tested had a hit in this group.

How did CC(=O)N=c1sc2c3ccccc3ccc2n1C do in these assays?
Dynein transport: -0.277; Ins promoter up: 0.3; CSM14.1 death rescue: -2.4%; M17LAP inhibition: -13.0%; MT stabilizer: 5.4; Yfh1-off respiration: inactive; M1AAP inhibition: 8.0%; Autophagy mod: inactive; Dynein transport cytoplasmic EGFP: -0.241; Dynein transport nuclear GR-EGFP: 0.0708; Dynein transport cell count: -0.327; Ins promoter up cell count: 1482; MT stabilizer Hoechst-high %: 2.9; MT stabilizer cytotoxicity %: 4.8; Autophagy mod cell loss 18 h: -12.1

How did O=C(Cn1cccc1C(=O)c1ccccc1)NCCN1CCOCC1 do in these assays?
Dynein transport: -0.987; CSM14.1 death rescue: -2.0%; M17LAP inhibition: 5.5%; Hep lipid drop: -12.3; MT stabilizer: 1.7; Yfh1-off respiration: inactive; M1AAP inhibition: 5.8%; Autophagy mod: inactive; Dynein transport cytoplasmic EGFP: -0.278; Dynein transport nuclear GR-EGFP: -0.283; Dynein transport cell count: -0.0197; Hep lipid drop cells 6.5 µM: 691; MT stabilizer Hoechst-high %: 1.8; MT stabilizer cytotoxicity %: 17.6; Autophagy mod cell loss 18 h: 1.5

Results for CCOC(=O)N1CCN(Cc2nc(CC3CC3)no2)CC1 ?
Dynein transport: -0.283; Ins promoter up: 0.33; CSM14.1 death rescue: 0.2%; M17LAP inhibition: 0.5%; Hep lipid drop: 14.7; MT stabilizer: 3.2; Yfh1-off respiration: inactive; M1AAP inhibition: -2.8%; Autophagy mod: inactive; Dynein transport cytoplasmic EGFP: -0.256; Dynein transport nuclear GR-EGFP: -0.0438; Dynein transport cell count: 0.579; Ins promoter up cell count: 1397; Hep lipid drop cells 6.5 µM: 718; MT stabilizer Hoechst-high %: 2.4; MT stabilizer cytotoxicity %: 1.7; Autophagy mod cell loss 18 h: 20.8

Results for CC(C)N1C(=O)C(O)(C2COC(C)(C)CC2=O)c2ccccc21 (centres undefined) ?
Dynein transport: -0.187; Ins promoter up: 0.6; CSM14.1 death rescue: -3.0%; Hep lipid drop: -0.2; MT stabilizer: 3.2; Yfh1-off respiration: inactive; Autophagy mod: inactive; Dynein transport cytoplasmic EGFP: -0.274; Dynein transport nuclear GR-EGFP: 0.126; Dynein transport cell count: 0.751; Ins promoter up cell count: 1426; Hep lipid drop cells 6.5 µM: 693; MT stabilizer Hoechst-high %: 1.0; MT stabilizer cytotoxicity %: 6.1; Autophagy mod cell loss 18 h: -7.9

Results for CCOC(=O)COc1cc([N+](=O)[O-])cc2cccnc12 ?
Dynein transport: 0.735; Ins promoter up: 0.18; CSM14.1 death rescue: -3.3%; M17LAP inhibition: 15.6%; Hep lipid drop: 3.7; MT stabilizer: 1.0; Yfh1-off respiration: inactive; M1AAP inhibition: 1.7%; Autophagy mod: inactive; Dynein transport cytoplasmic EGFP: -0.295; Dynein transport nuclear GR-EGFP: 0.0853; Dynein transport cell count: 0.343; Ins promoter up cell count: 1419; Hep lipid drop cells 6.5 µM: 689; MT stabilizer Hoechst-high %: 0.9; MT stabilizer cytotoxicity %: 7.0; Autophagy mod cell loss 18 h: 2.3

Results for Cc1ccccc1C(=O)Nc1cccc(N)c1 ?
Dynein transport: -0.0372; Ins promoter up: -0.24; CSM14.1 death rescue: -2.4%; M17LAP inhibition: 6.0%; Hep lipid drop: 9.9; MT stabilizer: 1.7; Yfh1-off respiration: inactive; M1AAP inhibition: 7.9%; Autophagy mod: inactive; Dynein transport cytoplasmic EGFP: -0.262; Dynein transport nuclear GR-EGFP: -0.213; Dynein transport cell count: -0.337; Ins promoter up cell count: 1318; Hep lipid drop cells 6.5 µM: 722; MT stabilizer Hoechst-high %: 2.1; MT stabilizer cytotoxicity %: 8.6; Autophagy mod cell loss 18 h: -4.8

What do the screens show for `CCCCC(O)CN1CCC(c2ccccc2)CC1` (centres undefined)?
Dynein transport: 0.382; CSM14.1 death rescue: 0.3%; M17LAP inhibition: -4.4%; Hep lipid drop: 5.5; MT stabilizer: 2.0; Yfh1-off respiration: inactive; M1AAP inhibition: -0.6%; Autophagy mod: inactive; Dynein transport cytoplasmic EGFP: 0.223; Dynein transport nuclear GR-EGFP: 0.602; Dynein transport cell count: -0.498; Hep lipid drop cells 6.5 µM: 732; MT stabilizer Hoechst-high %: 1.1; MT stabilizer cytotoxicity %: 6.5; Autophagy mod cell loss 18 h: 37.3

What do the screens show for `CCN1CCCC1CNCc1cccc(OC)c1OCc1ccccc1` (centres undefined)?
Dynein transport: -0.144; Ins promoter up: 0.2; CSM14.1 death rescue: -1.2%; M17LAP inhibition: 8.1%; Hep lipid drop: 3.5; MT stabilizer: 3.3; Yfh1-off respiration: inactive; M1AAP inhibition: -0.7%; Autophagy mod: inactive; Dynein transport cytoplasmic EGFP: -0.307; Dynein transport nuclear GR-EGFP: -0.221; Dynein transport cell count: 0.044; Ins promoter up cell count: 1402; Hep lipid drop cells 6.5 µM: 702; MT stabilizer Hoechst-high %: 2.5; MT stabilizer cytotoxicity %: 8.9; Autophagy mod cell loss 18 h: 2.1

How did CCCSC1=C(C#N)C(c2cccnc2)C(C(=O)OCC)=C(c2ccccc2)N1 (centres undefined) do in these assays?
Dynein transport: 0.032; Ins promoter up: 0; CSM14.1 death rescue: 1.3%; M17LAP inhibition: -7.8%; MT stabilizer: 0.6; Yfh1-off respiration: inactive; M1AAP inhibition: 8.7%; Autophagy mod: inactive; Dynein transport cytoplasmic EGFP: -0.166; Dynein transport nuclear GR-EGFP: -0.172; Dynein transport cell count: 0.355; Ins promoter up cell count: 1544; MT stabilizer Hoechst-high %: 1.3; MT stabilizer cytotoxicity %: 7.2; Autophagy mod cell loss 18 h: -2.3

What do the screens show for `O=C(COC(=O)/C=C/c1ccccc1Cl)NCCc1ccc(Cl)cc1Cl`?
Dynein transport: -0.22; Ins promoter up: -0.21; CSM14.1 death rescue: -2.1%; M17LAP inhibition: -1.0%; Hep lipid drop: -5.5; MT stabilizer: 2.1; Yfh1-off respiration: inactive; M1AAP inhibition: 3.6%; Autophagy mod: inactive; Dynein transport cytoplasmic EGFP: -0.262; Dynein transport nuclear GR-EGFP: -0.0555; Dynein transport cell count: 0.107; Ins promoter up cell count: 1170; Hep lipid drop cells 6.5 µM: 552; MT stabilizer Hoechst-high %: 2.9; MT stabilizer cytotoxicity %: 3.3; Autophagy mod cell loss 18 h: 1.3

What do the screens show for `N#CC1=C(SCc2ccccc2)NC(=O)CC1c1ccc(O)cc1` (centres undefined)?
Dynein transport: 0.766; Ins promoter up: 0.16; M17LAP inhibition: 2.6%; Hep lipid drop: -2.6; MT stabilizer: 4.1; Yfh1-off respiration: inactive; M1AAP inhibition: 4.4%; Autophagy mod: inactive; Dynein transport cytoplasmic EGFP: -0.255; Dynein transport nuclear GR-EGFP: 0.258; Dynein transport cell count: 0.326; Ins promoter up cell count: 1000; Hep lipid drop cells 6.5 µM: 546; MT stabilizer Hoechst-high %: 3.2; MT stabilizer cytotoxicity %: 9.9; Autophagy mod cell loss 18 h: -2.2

How did Cc1ccccc1CNC(=O)Cc1ccccc1[N+](=O)[O-] do in these assays?
Dynein transport: -0.591; CSM14.1 death rescue: -2.6%; M17LAP inhibition: -6.5%; Hep lipid drop: -19.8; MT stabilizer: 3.5; Yfh1-off respiration: inactive; M1AAP inhibition: 6.2%; Autophagy mod: inactive; Dynein transport cytoplasmic EGFP: 0.873; Dynein transport nuclear GR-EGFP: 0.67; Dynein transport cell count: 0.277; Hep lipid drop cells 6.5 µM: 457; MT stabilizer Hoechst-high %: 3.4; MT stabilizer cytotoxicity %: 9.8; Autophagy mod cell loss 18 h: 7.8

How did CCOc1ccc(NC(=O)N[C@@H](CCSC)C(=O)OC)cc1 do in these assays?
Dynein transport: 0.46; Ins promoter up: -0.25; CSM14.1 death rescue: -2.3%; M17LAP inhibition: 15.5%; Hep lipid drop: 0.2; MT stabilizer: 1.9; Yfh1-off respiration: inactive; M1AAP inhibition: -2.5%; Autophagy mod: inactive; Dynein transport cytoplasmic EGFP: -0.173; Dynein transport nuclear GR-EGFP: 0.683; Dynein transport cell count: -0.648; Ins promoter up cell count: 996; Hep lipid drop cells 6.5 µM: 812; MT stabilizer Hoechst-high %: 1.8; MT stabilizer cytotoxicity %: 8.6; Autophagy mod cell loss 18 h: -8.6
